STK33 kinase inh = inhibitors of purified STK33 kinase, primary screen, biochemical, ADP-Glo luminescence, homogeneous, cell-free; actives 0.073% (n = 320,000); MBP phosphorylation; AID 2661, 2010; inhibition, % at 10 µM; Serine/threonine-protein kinase 33 (Homo sapiens), Q9BYT3;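 active means inhibition at or above 25%, using the most active replicate where run in duplicate; inactive means inhibition below 25%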
Target sequence (Q9BYT3 whole entry, looked up): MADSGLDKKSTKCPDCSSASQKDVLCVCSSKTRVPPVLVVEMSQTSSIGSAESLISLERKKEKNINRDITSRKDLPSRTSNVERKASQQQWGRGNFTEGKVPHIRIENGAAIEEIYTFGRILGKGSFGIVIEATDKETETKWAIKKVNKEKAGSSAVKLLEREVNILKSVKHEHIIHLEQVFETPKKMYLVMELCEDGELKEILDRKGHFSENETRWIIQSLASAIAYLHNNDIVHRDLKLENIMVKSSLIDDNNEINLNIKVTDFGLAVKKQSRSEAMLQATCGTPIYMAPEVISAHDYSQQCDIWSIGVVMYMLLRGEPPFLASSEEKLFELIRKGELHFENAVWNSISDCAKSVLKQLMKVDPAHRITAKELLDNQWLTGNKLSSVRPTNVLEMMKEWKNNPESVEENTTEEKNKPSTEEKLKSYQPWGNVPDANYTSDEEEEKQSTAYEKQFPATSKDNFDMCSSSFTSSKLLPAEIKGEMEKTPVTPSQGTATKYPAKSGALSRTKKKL
OX1R antag = antagonists of human orexin 1 receptor (OX1R) | OX1R-expressing cells, FRET antagonist read-out | inhibition, % at 6.6 µM | actives 1.8% (n = 330,000) | AID 485270, 2010; in the data active means inhibition mostly above about 38%, no sharp cut-off; inactive means mostly below about 40%;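 further: 0% = agonist challenge alone and 100% = reference antagonist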
Target sequence (O43613 whole entry, looked up): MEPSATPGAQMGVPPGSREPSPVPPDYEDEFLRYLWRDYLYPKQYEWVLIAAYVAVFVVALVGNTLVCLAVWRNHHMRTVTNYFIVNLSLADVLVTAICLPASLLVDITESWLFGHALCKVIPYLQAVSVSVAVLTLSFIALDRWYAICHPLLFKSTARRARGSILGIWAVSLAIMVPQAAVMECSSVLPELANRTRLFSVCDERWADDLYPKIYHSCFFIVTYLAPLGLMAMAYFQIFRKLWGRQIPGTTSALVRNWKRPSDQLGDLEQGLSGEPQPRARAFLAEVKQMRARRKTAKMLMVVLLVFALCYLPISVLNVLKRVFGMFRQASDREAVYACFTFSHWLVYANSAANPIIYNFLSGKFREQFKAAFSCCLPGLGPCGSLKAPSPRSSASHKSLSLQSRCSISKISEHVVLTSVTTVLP
KCNQ2 block = KCNQ2 potassium channel inhibitors, primary screen, cell-based, CHO-K1, FluxOR thallium flux, B-score (AID 2156); B-score at 10 µM; Potassium voltage-gated channel subfamily KQT member 2 (Rattus norvegicus), O88943; 20 min; hits give low values; actives 1.1% (n = 310,000);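 active means fluorescence ratio B-score at most minus 3 library SDs, with starting brightness B-score within 2 library SDs, cut at about -5.5 in these data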
An asterisk follows results filed as active; i = inactive; x = no result given.

SMILES | STK33 kinase inh | OX1R antag | KCNQ2 block
CCC(C)N1CCC2(CC1)N=c1c(c3c4c5c(C)c(O)c3c(O)c1=NC(=O)C(C)=CC=C[C@H](C)[C@H](O)[C@@H](C)[C@@H](O)[C@@H](C)[C@H](OC(C)=O)[C@H](C)[C@@H](OC)C=CO[C@@](C)(O5)C4=O)N2 (stereo partly drawn) | -0.2 | 17 | x
Cc1cccc(NC(=O)COC(=O)c2cccc(S(=O)(=O)N3CCCCCC3)c2)c1 | -2.0 | 17 | x
O=C(C1CCC1)N1CCN(S(=O)(=O)c2ccc([N+](=O)[O-])cc2)CC1 | -0.9 | 44* | x
CC1CCCCC1NC(=O)COC(=O)c1ccc2c(c1)NC(=O)CS2 (stereo not drawn) | -2.4 | -6 | x
Cn1c(CC(=O)NNC(=O)c2ccccc2F)nc2ccccc21 | -1.7 | 5 | x
O=C(NN1CCOCC1)c1cc(-c2ccncc2)nc2ccccc12 | -1.2 | 26 | i
O=C(CN1CC(=O)Nc2ccccc21)Nc1ccc(F)c(F)c1 | -0.4 | 14 | i
CC(=O)c1cc(-c2ccccc2)n(CC(=O)N2CCCCC2)c1C | 0.8 | 0 | i
O=C(c1ccc(OC2CCN(Cc3ccccn3)CC2)cc1)N1CCCCO1 | 2.4 | 18 | i
Cc1ccc(NC(=O)c2ccc3c(c2)C(=O)N(CC2CCCO2)C3=O)cc1C (stereo not drawn) | -0.8 | 31 | i
Cc1cccc(C(=O)Nc2ccc(C(=O)N/N=C/c3ccc4c(c3)OCO4)cc2)c1 | 1.6 | 6 | i
CC(=O)N1CCCc2cc(S(=O)(=O)N(CC(C)C)CC(C)C)ccc21 | 0.0 | 16 | i
COc1ccc(C2=C(Nc3ccccc3)c3ccccc3C2=O)cc1 | x | 10 | i
CCOc1ccc(NC(=O)c2ccc(F)cc2F)cc1 | 0.0 | 14 | i
CCCCCCSc1cccc(-c2nc3ccc(C)cn3c2NC2CCCCC2)c1 | -0.8 | 15 | i
N#Cc1c(NC(=O)CCCC(=O)O)sc2c1CCCCC2 | 0.9 | 11 | i
Cc1nc(Cl)c(C#N)c2c1CCCC2 | 0.4 | 19 | i
CCOc1ccccc1N(CC(=O)NCCOC)C(=O)CCC(=O)Nc1ccccn1 | -1.9 | 0 | i
CC1(C)CC(=O)C/C(=N\NC(=S)NCc2ccccc2)C1 | -0.1 | 13 | i
COc1ccc(OCC(=O)NCC(c2ccc(OC)cc2)N2CCCCC2)cc1 (stereo not drawn) | x | 6 | i
N#CC1=C2N=C(N)c3ccccc3N2C2=C(C(=O)CCC2)C1c1ccc(Cl)cc1 (stereo not drawn) | -0.8 | 10 | i
CCOc1ccc(OCC(O)CNC2CCN(Cc3ccccc3)CC2)cc1 (stereo not drawn) | -0.3 | 9 | i
Cc1noc(C)c1COc1cccc(C(=O)NCc2ccccc2Cl)c1 | -0.4 | 32 | i
COc1cccc(C(=O)OCC(=O)NCCc2ccccc2)c1OC | -1.1 | 19 | i
CCOc1ccc(Br)cc1C(=S)N1CCCC1 | x | 20 | i

(listing goes on)
SMILES | STK33 kinase inh | OX1R antag | KCNQ2 block
CCCNC(=S)N1CCC(NC(=O)c2cccc(C)c2)CC1 | -1.4 | 3 | i
CC1C(=NO)C(C)C(c2ccc(N(C)C)cc2)NC1c1ccc(N(C)C)cc1 (stereo not drawn) | 0.6 | 4 | i
COc1ccccc1CNC(=O)C1CCCN(S(=O)(=O)c2ccc3c(c2)CC(C)N3C(C)=O)C1 (stereo not drawn) | 0.1 | 1 | -6.9*
CCOC(=O)CCCNC(=O)CCNC(=O)c1ccc(OCC)cc1 | -2.0 | 4 | i
Cc1ccc(Cl)cc1N1CCN(S(=O)(=O)c2ccc3c(c2)oc(=O)n3C)CC1 | -0.2 | 16 | i
COc1ccc2c(=O)cc(-c3ccccc3F)oc2c1 | 3.1 | 19 | i
COc1ccc(-n2cc(-c3ccccc3)c3c(=O)[nH]cnc32)cc1 | -2.4 | 14 | i
Cc1ccc2nc(Cl)c(/C=C/C(=O)c3ccco3)cc2c1 | -2.2 | 3 | i
Cc1cccc(NC(=O)c2sc3ncn(CC(=O)N4CCN(c5ccccn5)CC4)c(=O)c3c2C)c1 | -0.4 | 22 | i
COC(=O)C(CC(=O)O)NCc1ccco1 (stereo not drawn) | -0.6 | 9 | i
Cn1c(N)c(C(=O)COC(=O)c2cc(C(F)(F)F)nc3ccccc23)c(=O)n(C)c1=O | -0.2 | 13 | i
CCCCn1c(N)c(N(CCC(C)C)C(=O)c2cc(Cl)nc3ccccc23)c(=O)[nH]c1=O | 0.3 | 3 | x
CC(=O)N1CCN(S(=O)(=O)c2cccc(C(=O)NC3CCCc4ccccc43)c2)CC1 (stereo not drawn) | -1.1 | 13 | i
Cc1ccc(S(C)(=O)=NC(=O)c2cc(C)on2)cc1 (stereo not drawn) | -1.2 | 2 | i
O=C1CN(C(=O)COC(=O)[C@@H]2CCCN2S(=O)(=O)c2ccc(Cl)cc2)c2ccccc2N1 | -0.8 | 5 | x
N#Cc1c(N)nc2c(c1-c1cccnc1)CCCCC2 | -0.3 | 17 | i
Cc1cc(C)nc(/N=C(\N)Nc2ccccc2-c2ccccc2)n1 | -0.3 | 11 | i
O=C(CC(c1ccccc1)c1ccccc1O)NCc1ccccc1 (stereo not drawn) | -1.5 | 17 | i
CCCCn1c(N)c(N(CC(C)C)C(=O)C2=NN(c3ccccc3)C(=O)CC2)c(=O)[nH]c1=O | -2.0 | 4 | x
CCOc1ncnc2c1sc1nc(C)cc(C)c12 | -0.3 | -4 | i
O=C(Nc1ccccc1F)N1CCCC1c1cccnc1 (stereo not drawn) | -1.1 | 2 | i
CSc1ccccc1NC(=O)CN(C)C(=O)c1ccc(-n2cccn2)cc1 | -1.9 | 11 | x
O=C(C1COc2ccccc2O1)N1CCN(Cc2ccc3c(c2)OCO3)CC1 (stereo not drawn) | 0.4 | 17 | i
CC(=O)NC(Cc1c[nH]c2ccccc12)C(=O)OCC(=O)N1CCCCCC1 (stereo not drawn) | -2.0 | 7 | i
O=C(COc1ccccc1)NCC(=O)Nc1cccc2ccccc12 | -0.9 | 16 | i

Reformatted with values under each structure: entries from further up
Values run as follows: STK33 kinase inh, OX1R antag, KCNQ2 block
> O=C(CC(c1ccccc1)c1ccccc1O)NCc1ccccc1 (stereo not drawn)
    -1.5, 17, i
> N#Cc1c(N)nc2c(c1-c1cccnc1)CCCCC2
    -0.3, 17, i
> O=C(C1CCC1)N1CCN(S(=O)(=O)c2ccc([N+](=O)[O-])cc2)CC1
    -0.9, 44*, x
> O=C(C1COc2ccccc2O1)N1CCN(Cc2ccc3c(c2)OCO3)CC1 (stereo not drawn)
    0.4, 17, i
> Cc1cc(C)nc(/N=C(\N)Nc2ccccc2-c2ccccc2)n1
    -0.3, 11, i
> CC(=O)N1CCN(S(=O)(=O)c2cccc(C(=O)NC3CCCc4ccccc43)c2)CC1 (stereo not drawn)
    -1.1, 13, i

Additional entries follow:
SMILES | STK33 kinase inh | OX1R antag | KCNQ2 block
COc1ccc(NS(=O)(=O)c2ccc(-n3cnnn3)cc2)cc1OC | x | 21 | i
O=C(O)C1CC(=O)N(c2ccc(F)cc2)C1 (stereo not drawn) | -1.6 | 8 | i
CCOc1ccc(-n2c(C)cc(C(=O)NS(=O)(=O)c3ccc(C)cc3)c2C)cc1 | 1.3 | 14 | i
O=C(COC(=O)Cc1ccsc1)Nc1ccc(Cl)c(S(=O)(=O)N2CCOCC2)c1 | -1.0 | 18 | i
CCCCNC(=O)c1ccc(CS(=O)(=O)c2ccccc2OC)o1 | -3.2 | 6 | i
CN(C(=O)CSc1nc2ccccc2n1C)C1CCS(=O)(=O)C1 (stereo not drawn) | -1.7 | -2 | x
COc1ccc2nc(NC(=O)C3CCCN3S(=O)(=O)c3ccc(C)cc3)sc2c1 (stereo not drawn) | 0.3 | 80* | i
CCC(=O)OCC(=O)Nc1cc([N+](=O)[O-])ccc1Cl | -1.5 | 34 | i
CCN(CC)S(=O)(=O)c1cc(C(=O)Nc2cccnc2)ccc1Cl | -0.4 | 10 | i
Cc1ccc(NC(=O)Cc2ccccc2F)cc1S(=O)(=O)N1CCCCCC1 | -0.7 | 1 | x
CC(NC(=O)c1ccc(S(=O)(=O)C(F)F)cc1)c1ccccc1 (stereo not drawn) | -2.1 | 4 | i
CCOC(=O)C1CCCCN1C(=O)CCc1nnc(-c2ccc3c(c2)OCO3)o1 (stereo not drawn) | 1.0 | -10 | i
O=C(Nc1ccc(-n2cccn2)cc1)C1CCCCN1Cc1cccc2c1OCO2 (stereo not drawn) | -1.1 | 9 | i
COc1ccc(C(C(=O)NC2CCCCC2)N2CCC3(CC2)OCCO3)cc1 (stereo not drawn) | 0.1 | 89* | x
COC(=O)c1sc(S(=O)(=O)N2CCC(C)CC2)c(C(=O)OC)c1C | -0.4 | 8 | i
CC(C)C(NC(=O)c1ccccc1)C(=O)NCCc1ccccc1 (stereo not drawn) | -0.4 | 12 | i
Cc1cccc(C)c1NC(=O)CSC(=O)c1sc2ccccc2c1Cl | -1.6 | -3 | i
COc1ccc(S(=O)(=O)Nc2cccc(/C=C/C(=O)O)c2)cc1 | 0.1 | 18 | i
CC(=O)Nc1cccc(C(=O)OCC(=O)NNC(=O)c2cccs2)c1 | -1.1 | 8 | i
COC(=O)Nc1ccc(S(=O)(=O)N2CCC(Cc3ccccc3)CC2)cc1 | -1.1 | 14 | i
COc1ccc2nc(SCC(=O)N3CCN(c4ccc(F)cc4)CC3)c(C#N)cc2c1 | -1.4 | 40 | i
COc1cccc(-c2nc(-c3ccccn3)no2)c1 | 6.5 | 7 | i
Nc1nc(SCC(=O)Nc2ccccc2)[nH]c(=O)c1-c1ccccc1 | 0.1 | 4 | i
CCOc1ccc(NC(=O)CN(C)C(=O)c2cc(-c3ccncc3)nc3ccccc23)cc1OCC | -0.1 | 12 | i
COc1ccc(-c2csc3nc(C(C)(C)C)oc(=O)c23)cc1OC | 0.0 | 19 | i

Going on with the list:
SMILES | STK33 kinase inh | OX1R antag | KCNQ2 block
O=C(NCCNC(=O)c1ccc(Cl)cc1Cl)c1cnccn1 | -0.3 | 17 | i
CCOc1ccccc1N/C(=C(/C(Cl)=C(Cl)Cl)[N+](=O)[O-])n1cncn1 | -0.7 | 5 | x
CC(C)(C)NC(=O)NC(=O)C[n+]1ccc(Cc2ccc([N+](=O)[O-])cc2)cc1 | -0.6 | 25 | i
C/C(=N\OC(=O)c1c(-c2ccccc2Cl)noc1C)c1nccs1 | -1.3 | 26 | i
CCCNCC(=O)Nc1cccc(S(=O)(=O)NC2=NCCCCC2)c1 | -0.7 | 2 | x
CCCOc1ccc2c3c(c(=O)oc2c1OCCC)CCC3 | -0.2 | 23 | i
O=C1CC(Cc2ccccc2)C(=O)N1Cc1ccco1 (stereo not drawn) | -0.5 | 32 | i
Cc1cc(C)c(N=C2SCC(=O)N2Cc2ccco2)c(C)c1 | 0.0 | 4 | i
O=C(O)Cn1nc2ccccc2n1 | 1.1 | 0 | i
COC(=O)C1=C(C)NC(C)=C(C(=O)OC)C1c1ccccn1 | -0.3 | 7 | i
Nc1ccc(-c2c3ccccc3nc3ccccc23)cc1 | -0.5 | x | i
CCC(C)(C)n1nnnc1CN1CCC(NC(=O)c2ccccc2C)CC1 | -2.2 | 13 | i
CC(=O)Nc1ccc(C(=O)CN2C(=O)NC3(CCCc4ccccc43)C2=O)c(F)c1 (stereo not drawn) | 1.1 | 23 | x
COC(=O)Nc1ccc(S(=O)(=O)N2CCCC(C(=O)N3CCC(C)CC3)C2)cc1 (stereo not drawn) | 9.7 | 14 | i
O=C(NCCCn1ccnc1)c1cc2cc([N+](=O)[O-])ccc2oc1=O | -0.2 | 69* | i
O=c1ccc(Cc2ccccn2)n[nH]1 | -0.2 | 20 | i
O=S(=O)(c1ccc(S(=O)(=O)N(Cc2cccs2)CC2CCCO2)cc1)N1CCCCC1 (stereo not drawn) | x | 17 | i
O=C(O)c1cccc(N2C(=O)c3cccnc3C2=O)c1 | -1.3 | 18 | i
O=c1c(NCCc2ccc(Cl)cc2)c(-c2ccccc2)c1=O | -0.8 | 2 | i
CCOC(=O)C1(Cc2cccc(Cl)c2)CCCN(C(=O)c2ccco2)C1 (stereo not drawn) | -0.1 | 9 | i
COc1ccc(CCNC(=O)CSc2nnc(Cc3csc(N)n3)n2C)cc1OC | 0.3 | 6 | i
O=C(O)CCn1cc(-c2ccc(Cl)cc2)nc1-c1ccc(Cl)nc1 | -2.7 | 16 | x
COc1cc(OC)c2ccc(=O)oc2c1C(CCN1CCCC1)c1ccc(N(C)C)cc1 (stereo not drawn) | -0.9 | 9 | i

Part of the list above, set out differently.
CCOc1ncnc2c1sc1nc(C)cc(C)c12
  STK33 kinase inh: -0.3
  OX1R antag: -4
  KCNQ2 block: i
N#CC1=C2N=C(N)c3ccccc3N2C2=C(C(=O)CCC2)C1c1ccc(Cl)cc1 (stereo not drawn)
  STK33 kinase inh: -0.8
  OX1R antag: 10
  KCNQ2 block: i
COc1ccc(OCC(=O)NCC(c2ccc(OC)cc2)N2CCCCC2)cc1 (stereo not drawn)
  STK33 kinase inh: x
  OX1R antag: 6
  KCNQ2 block: i
Cc1cc(C)nc(/N=C(\N)Nc2ccccc2-c2ccccc2)n1
  STK33 kinase inh: -0.3
  OX1R antag: 11
  KCNQ2 block: i

Screens deposited in PubChem by several laboratories.

Not a hit list. About 2.7% of those tested had a hit in this group.
